# Bioassay records deposited in PubChem BioAssay by National Center for Advancing Translational Sciences (NCATS).
# RXFP1 agonist = RXFP1 (human) receptor agonism. Q9HBX9. HEK293T-RXFP1 cAMP TR-FRET, 30 min; response scale: percent of porcine relaxin response, buffer zero. Potency, µM (titrated, usually from 57.5 µM), for the others: top-dose activation, most hits filed as activators. 370,000 tested, 0.3% active. AID 2676; note: nearly all actives have a fitted effect of over 60% in size; many of its hits are not listed in these tables
#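 cAMP rise read by TR-FRET after 30 min, 37C compound exposure (up to 58 uM) in RXFP1-transfected HEK293 cells with Ro 20174 present. EC50 from Hill-equation fits, with 29 nM porcine relaxin as 100% and buffer as basal.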
# Vif-A3G inh = Vif-A3G binding inhibition. Potency, µM (doses to about 46.1 µM), without a hit: at the top dose activity, negative = active, most hits filed as inhibitors. HeLa A3G-eYFP + Vif (tagged APOBEC3G with the HIV-1 protein that degrades it), YFP fluorescence, overnight. Q9HC16. 410,000 tested, 0.076% active;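 note: nearly all actives have a fitted effect of over 60% in size; hits raise eYFP signal because A3G escapes Vif-driven loss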
# Target sequence (Q9HC16 whole entry, looked up): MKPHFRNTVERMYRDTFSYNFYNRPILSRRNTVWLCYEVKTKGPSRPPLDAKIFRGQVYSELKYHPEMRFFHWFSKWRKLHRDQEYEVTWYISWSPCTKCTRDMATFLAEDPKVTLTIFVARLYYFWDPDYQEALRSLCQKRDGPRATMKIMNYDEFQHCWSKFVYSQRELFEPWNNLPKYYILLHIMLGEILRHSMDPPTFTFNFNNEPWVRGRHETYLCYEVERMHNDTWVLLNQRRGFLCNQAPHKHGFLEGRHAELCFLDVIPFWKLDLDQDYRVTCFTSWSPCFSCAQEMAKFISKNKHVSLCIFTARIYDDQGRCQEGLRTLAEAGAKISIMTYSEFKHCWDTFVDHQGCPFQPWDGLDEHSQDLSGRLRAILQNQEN
#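 Read-out is eYFP fluorescence (Ex 488/Em 500-530) from Vif-expressing HeLa A3G-eYFP cells; more signal means A3G escaped Vif-mediated degradation. Cells plated overnight, compound pinned in, incubated overnight at 37 deg C.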
# rTrxR1 inhibitor = inhibitors of rat thioredoxin reductase 1. Potency, µM (series often up to 114 µM), without a hit: top-dose activity change, negative = inhibition, actives largely listed as inhibitors. 390,000 tested, 1% active. AID 588453. recombinant rTrxR1, NADPH fluorescence consumption, selenite substrate; note: nearly all actives have a fitted effect of over 65% in size
#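 Rat TrxR1 (90 nM in the dispensed reagent) was pre-reduced with 400 uM NADPH for 5 min at room temperature, then incubated with compound for 15 min. After 400 uM selenite was added, NADPH fluorescence (Ex 340/Em 450 nm) was followed for 8 min.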
# 12-LOX inh = blocks human arachidonate 12S-lipoxygenase | P18054 | purified 12hLO, xylenol orange hydroperoxide absorbance | Potency, µM (series often up to 108 µM), inactives show at the highest dose activity change, negative = inhibition, hits mostly inhibitors | 580,000 tested, 1.1% active
# Target sequence (P18054 whole entry, looked up): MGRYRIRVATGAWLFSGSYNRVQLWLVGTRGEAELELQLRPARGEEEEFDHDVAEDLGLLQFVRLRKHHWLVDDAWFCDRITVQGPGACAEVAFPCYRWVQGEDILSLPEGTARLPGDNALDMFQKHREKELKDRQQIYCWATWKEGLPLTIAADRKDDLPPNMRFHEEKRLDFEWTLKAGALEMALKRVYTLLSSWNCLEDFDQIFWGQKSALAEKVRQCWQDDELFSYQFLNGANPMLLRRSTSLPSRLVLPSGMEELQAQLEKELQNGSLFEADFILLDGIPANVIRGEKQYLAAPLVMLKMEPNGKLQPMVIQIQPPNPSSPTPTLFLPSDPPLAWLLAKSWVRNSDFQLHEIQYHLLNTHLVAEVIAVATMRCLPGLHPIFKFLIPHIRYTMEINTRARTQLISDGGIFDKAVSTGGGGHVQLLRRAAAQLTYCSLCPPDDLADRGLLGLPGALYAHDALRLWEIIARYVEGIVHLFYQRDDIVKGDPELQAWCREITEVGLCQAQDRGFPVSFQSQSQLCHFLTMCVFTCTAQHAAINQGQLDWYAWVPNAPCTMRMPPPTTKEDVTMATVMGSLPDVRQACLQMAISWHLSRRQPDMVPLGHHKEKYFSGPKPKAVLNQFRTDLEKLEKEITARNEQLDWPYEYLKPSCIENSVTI
#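 Purified human 12hLO at 150 nM in 25 mM Hepes, 0.01% Triton X-100, pH 7.0, preincubated 15 min at room temperature with compound. Reaction started with 40 uM arachidonic acid, 30 min at room temperature. Hydroperoxide measured by Fe-xylenol orange, 573/405 nm absorbance ratio.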
# TrxR1 substrate = is turned over as a substrate by rat TrxR1 | O89049 | purified TrxR1 substrate turnover, NADPH consumption readout | Potency, µM (titrated, usually from 114 µM), inactives show at the top dose activity change, negative = substrate turnover | 390,000 tested, 0.01% active; note: nearly all actives have a fitted effect of over 50% in size
#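 Rat TrxR1, dispensed at 90 nM, was prereduced with 400 uM NADPH (final) for 5 min at ~22 deg C, then incubated with compound 15 min before 400 uM selenite. A first-read NADPH fluorescence drop versus no-compound background flagged substrates.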
# * marks the source's active call; other numbers are inactive results; ? = inconclusive; nt = not tested or not shown; & = joins results of further samples; [ ] = remark or other dose. Calls come from the whole dose curve; as a rule, active = well fitted curve in the direction sought with a large enough effect; inconclusive = small, poorly fitted or top-dose-only effect, or another doubt; inactive = no such curve, though single readings can be large; an effect the other way counts as inactive or inconclusive. % is set by controls: 0 for no effect and ±100 for the full control effect; potency is the fitted concentration of half-maximal effect. An excerpt; rates above refer to the full screens.
entry	Molecule	RXFP1 agonist	Vif-A3G inh	rTrxR1 inhibitor	12-LOX inh	TrxR1 substrate
1	NCCCCNS(=O)(=O)c1cccc2c(Cl)cccc12	nt	nt	2%	nt	nt
2	CNC(=O)[C@H]1O[C@@H](n2cnc3c(NCc4ccc(N)cc4)ncnc32)[C@H](O)[C@H]1O	nt	nt	?	nt	nt
3	O=[N+]([O-])c1ccc(CSc2ncnc3c2ncn3[C@@H]2O[C@H](CO)[C@H](O)[C@H]2O)cc1	nt	nt	-5%	nt	nt
4	NC(=S)c1ccc[n+]([C@@H]2O[C@@H](COP(=O)([O-])OP(=O)(O)OC[C@H]3O[C@@H](n4cnc5c(N)ncnc54)[C@H](OP(=O)(O)O)[C@H]3O)C(O)C2O)c1 (stereo partly specified)	nt	nt	?	nt	nt
5	CSc1nc(N)c2ncn([C@@H]3O[C@H](COP(=O)(O)OP(=O)(O)OP(=O)(O)O)[C@H](O)[C@H]3O)c2n1	nt	nt	9%	nt	nt
6	CCCCC#Cc1nc(N)c2ncn([C@@H]3O[C@H](C(=O)NCC)[C@@H](O)[C@H]3O)c2n1	nt	nt	5%	nt	nt
7	Nc1nc(Nc2ccccc2)nc2c1ncn2[C@@H]1O[C@H](CO)[C@H](O)[C@H]1O	nt	nt	1%	nt	nt
8	NC(CSCc1ccccc1)C(=O)Nc1ccc([N+](=O)[O-])cc1 (stereo unspecified)	nt	-2%	nt	nt	nt
9	COc1ccc(C(C)NC(=O)C2CCN(CCOc3ccc(Cl)cc3Cl)CC2)cc1OC (stereo unspecified)	nt	1%	nt	nt	nt
10	CCCS(=O)(=O)NC(=O)C1(C)CCN(C(=O)Cc2cccc3ccccc23)C1 (stereo unspecified)	nt	-3%	nt	nt	nt
11	Clc1cccc(-c2nc3ccc(Cl)cn3c2Cc2ccsc2)c1	nt	-11%	nt	nt	nt
12	CC(C)(C)n1ncc2c(=O)n(Cc3ccc(-c4ccccc4C#N)cc3)cnc21	nt	0%	nt	nt	nt
13	COc1cccc(C(N)c2nc(-c3csc4ccccc34)cs2)c1 (stereo unspecified)	nt	?	nt	nt	nt
14	Nc1ncnc2c1ncn2[C@@H]1O[C@H](C(=O)NS(=O)(=O)c2c(Cl)nc3sccn23)[C@@H](O)[C@H]1O	nt	1%	nt	nt	nt
15	CCNC(=O)C1(C)CCCN(CCOc2ccc(Cl)cc2)C1 (stereo unspecified)	nt	-2%	nt	nt	nt
16	O=S(=O)(Nc1ccc(C(O)(C(F)(F)F)C(F)(F)F)cc1)c1ccc(Cl)c2nonc12	nt	?	nt	nt	nt
17	CN(CCC#N)c1ccc(C=C(C#N)c2cccc(C(F)(F)F)c2)cc1	nt	-17%	nt	nt	nt
18	O=C(CN1CCNCC1)N1CCOCC1	nt	-2%	nt	nt	nt
19	O=C(NC(Cc1cn(Cc2ccccc2)cn1)C(=O)O)OCC1c2ccccc2-c2ccccc21 (stereo unspecified)	nt	-3%	nt	nt	nt
20	ClC1=CN(C2=NCCC2)CC1	nt	-3%	nt	nt	nt
21	Cc1nc2c(OCc3cccc(Cl)c3)cccn2c1N(C)CC1CC1	nt	?	nt	nt	nt
22	CS(=O)(=O)Nc1cccc(NC(=O)c2cccc3c(-c4cccnc4)coc23)c1	nt	-20%	nt	nt	nt
23	CCc1nc2c(OCC(=O)C(C)(C)C)cccn2c1N(C)C(=O)C(C)C	nt	5%	nt	nt	nt
24	CC1(C(=O)NS(=O)(=O)C2CC2)CCCN(C(=O)COc2ccccc2)C1 (stereo unspecified)	nt	-1%	nt	nt	nt
25	O=C(CN1C(=O)c2ccccc2C1=O)C(O)CN1C(=O)c2ccccc2C1=O (stereo unspecified)	nt	-1%	nt	nt	nt
26	COc1ccc(CCNC2=CC(=O)CCC2)cc1OC	nt	4%	nt	nt	nt
27	CC(O)(c1cccc(F)c1)c1nc(-c2cncnc2)cs1 (stereo unspecified)	nt	1%	nt	nt	nt
28	OCCN(Cc1ccccn1)Cc1ccccn1	nt	-2%	nt	nt	nt
29	O=C(Nc1cccc(F)c1)c1ccc(-c2cccnc2)c2ccoc12	nt	-8%	nt	nt	nt
30	Cc1ccc(-c2cnc(C(O)c3cccc(Cl)c3)[nH]2)cc1 (stereo unspecified)	nt	-2%	nt	nt	nt
31	COc1ccccc1Cc1c(-c2ccco2)nc2c(C)cc(Br)cn12	nt	?	nt	nt	nt
32	N#CC1=C(Nc2ccccc2Cl)SC2(CCCC2)NC1=O	nt	-15%	nt	nt	nt
33	CCCS(=O)(=O)NC(=O)C1(C)CCN(C(=O)c2ccc(OC)cc2)C1 (stereo unspecified)	nt	1%	nt	nt	nt
34	CC(C)OCCc1cccc[n+]1[O-]	nt	2%	nt	nt	nt
35	Cc1ccc(C2C=CC(C#N)=CN2Cc2ccccc2)cc1 (stereo unspecified)	nt	-18%	nt	nt	nt
36	CCCCC(=O)N(C)c1c(CC)nc2c(OCC=C(C)C)cccn12	nt	4%	nt	nt	nt
37	CCCS(=O)(=O)NC(=O)C1(C)CCN(C(=O)c2ccccc2Br)C1 (stereo unspecified)	nt	-2%	nt	nt	nt
38	COCCNC(=O)C1CCCN(Cc2ccccc2-c2ccccc2)CC1 (stereo unspecified)	nt	-3%	nt	nt	nt
39	Cc1ccc2nc(-c3ccco3)c(CC3CCCCC3)n2c1	nt	?	nt	nt	nt
40	COc1cccc(-c2cccc(-c3nc(C(=O)NCc4ccc(Oc5ccccc5)cc4)cc4c3[C@H](CCO)N(S(=O)C(C)(C)C)C4)c2)c1 (stereo partly specified)	nt	-16%	nt	nt	nt
41	CCCS(=O)(=O)NC(=O)C1(C)CCCN(C(=O)c2ccc(F)cc2Cl)C1 (stereo unspecified)	nt	4%	nt	nt	nt
42	Cc1ccc(S(=O)(=O)N2CCN(c3nc(-n4ccnn4)nc4ccccc34)CC2)cc1	nt	nt	0%	nt	5%
43	O=C(Cc1cccc(F)c1)NO	nt	nt	14%	nt	6%
44	CCSC(N)=Nc1ccc(C(F)(F)F)cc1	nt	nt	0%&-15%	nt	0%
45	O=C(COc1ccccc1C(=O)Nc1ccccc1)Nc1ccc2ccccc2c1	nt	nt	14%	nt	3%
46	COc1cc2nc(Cl)nc(NC3CCN(C)CC3)c2cc1OC	nt	nt	5%	nt	-2%
47	O=C(Cc1ccccc1)NO	nt	nt	17%	nt	8%
48	Cc1nc(C#N)nc(Oc2ccccc2)c1Cl	nt	nt	1%	nt	3%
49	COC(=O)c1ccc(NC(=O)c2ccccc2OCC(=O)Nc2ccc(Br)cc2)cc1	nt	nt	4%	nt	9%
50	O=C(CCOc1ccccc1)NO	nt	nt	14%	nt	3%

# Following part.
entry	Molecule	RXFP1 agonist	Vif-A3G inh	rTrxR1 inhibitor	12-LOX inh	TrxR1 substrate
51	Cc1cccc(NC(=O)COc2ccccc2C(=O)Nc2ccccc2)c1	nt	nt	1%	nt	-3%
52	COc1cc2nc(N3CCOCC3)nc(NC(C)C)c2cc1OC	nt	nt	-36%	nt	103%[activator]
53	CCN1C(=O)[C@H]2[C@H]3[C@H](O)[C@H](O)CC(=O)[C@@H]3CC[C@H]2C1=O	nt	nt	12%	nt	0%
54	C=C1C=C(C)n2ncc(C(=O)Nc3ccccc3O)c2N1	nt	nt	9%	nt	2%
55	CCCCOc1ccc(CC(N)=O)cc1	nt	nt	16%	nt	3%
56	Cc1cccc(NC(=O)COC(=O)c2ccccc2OCc2cccc(Br)c2)c1	nt	nt	11%	nt	-1%
57	COc1cc2nc(N3CCOCC3)nc(NC3CCN(C)CC3)c2cc1OC	nt	nt	-2%	nt	190%[activator]
58	Cc1ccc(S(=O)(=O)N2CCN(c3nc(Nc4ccccc4O)nc4ccccc34)CC2)cc1	nt	nt	13%	nt	2%
59	COc1cc2nc(N3CCOCC3)nc(NC3CCN(Cc4ccccc4)CC3)c2cc1OC	nt	nt	-34%	nt	31%[activator]
60	CC(OC(=O)c1ccccc1OCC(=O)Nc1ccc(Br)cc1)C(=O)NC1CCCC1 (stereo unspecified)	nt	nt	-6%	nt	-7%
61	O=C(OC[C@H]1O[C@@H](OC(=O)c2cc(O)c(O)c(OC(=O)c3cc(O)c(O)c(O)c3)c2)[C@H](OC(=O)c2cc(O)c(O)c(OC(=O)c3cc(O)c(O)c(O)c3)c2)[C@@H](OC(=O)c2cc(O)c(O)c(OC(=O)c3cc(O)c(O)c(O)c3)c2)[C@@H]1OC(=O)c1cc(O)c(O)c(OC(=O)c2cc(O)c(O)c(O)c2)c1)c1cc(O)c(O)c(OC(=O)c2cc(O)c(O)c(O)c2)c1	7.7%	nt	?	nt	-5%
62	CN1C(=O)CCCCC1C(=O)N1CCc2ccccc21 (stereo unspecified)	nt	nt	nt	2%	nt
63	CCOc1ccccc1-c1noc(-c2nnn3c2COC(c2ccc(F)cc2)C3)n1 (stereo unspecified)	nt	nt	nt	11%	nt
64	O=C(O)CS(=O)(=O)Cc1cccc(Br)c1	nt	nt	nt	?	nt
65	N#Cc1ccc(OCCSCc2cccc3ccccc23)cc1	nt	nt	nt	-4%	nt
66	CN(C(=O)Nc1ccccc1)C1CCOc2ccccc21 (stereo unspecified)	nt	nt	nt	40%[activator][176 µM]	nt
67	C[C@@H]1CN(C2(C(=O)NCc3ccncc3)Cc3ccccc3C2)C[C@H](C)O1	nt	nt	nt	21%	nt
68	COc1ccc(CNC(=O)C2Cc3ccccc3S2)cc1OC (stereo unspecified)	nt	nt	nt	11%	nt
69	CCOc1nc(NC(=O)NC(=O)c2cccc(F)c2)nc(-c2ccccc2)n1	nt	nt	nt	-2%	nt
70	N#CCC(=O)Nc1ccc(C(=O)OCC(=O)N2CCN(c3ccccc3)CC2)cc1	nt	nt	nt	-1%	nt
71	Cc1ccc(NC(NC(=O)c2ccccc2C)C(Cl)(Cl)Cl)c(C)c1 (stereo unspecified)	nt	nt	nt	1%	nt
72	Cc1ccc(C(=O)OC(C)C(=O)NC2CCCC2)c(O)c1 (stereo unspecified)	nt	nt	nt	14%	nt

# In the list so far, these contain fluorine.
entry	Molecule	RXFP1 agonist	Vif-A3G inh	rTrxR1 inhibitor	12-LOX inh	TrxR1 substrate
16	O=S(=O)(Nc1ccc(C(O)(C(F)(F)F)C(F)(F)F)cc1)c1ccc(Cl)c2nonc12	nt	?	nt	nt	nt
17	CN(CCC#N)c1ccc(C=C(C#N)c2cccc(C(F)(F)F)c2)cc1	nt	-17%	nt	nt	nt
27	CC(O)(c1cccc(F)c1)c1nc(-c2cncnc2)cs1 (stereo unspecified)	nt	1%	nt	nt	nt
29	O=C(Nc1cccc(F)c1)c1ccc(-c2cccnc2)c2ccoc12	nt	-8%	nt	nt	nt
41	CCCS(=O)(=O)NC(=O)C1(C)CCCN(C(=O)c2ccc(F)cc2Cl)C1 (stereo unspecified)	nt	4%	nt	nt	nt
43	O=C(Cc1cccc(F)c1)NO	nt	nt	14%	nt	6%
44	CCSC(N)=Nc1ccc(C(F)(F)F)cc1	nt	nt	0%&-15%	nt	0%
63	CCOc1ccccc1-c1noc(-c2nnn3c2COC(c2ccc(F)cc2)C3)n1 (stereo unspecified)	nt	nt	nt	11%	nt
69	CCOc1nc(NC(=O)NC(=O)c2cccc(F)c2)nc(-c2ccccc2)n1	nt	nt	nt	-2%	nt
